Compound activity: PubChem BioAssay, Broad Institute
Cneo AK release – causes C. neoformans cell lysis; AID 651654; adenylate kinase release luminescence, 4 h; normalised: neutral wells 0, clomiphene wells 100; lysis activity, % at 15 µM; 360,000 compounds, 0.2% hits;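 active = mean lysis activity across replicates of at least 80%, whatever share of replicates individually reach that level; inactive = mean lysis activity below 80%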
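read-out = cell lysis signal | test system = log-phase Cryptococcus neoformans yeast cells | input = cells at 5 × 10^6 per mL | medium = fresh YPD growth medium | signal = luminescent adenylate kinase detection reagent | timing = 4 h at 37 °C static, read 1 h later | dosing = single dose | controls = Clomiphene as positive lysis control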
ARNT TACC3 PPI – ARNT/TACC3 interaction disruption. inhibition, % at 9.99 µM. Q9Y6A5. AID 623870. AlphaScreen His-ARNT PAS-B/GST-TACC3 binding, luminescence; TACC3 fragment carries E629A point mutation. 390,000 compounds, 0.66% hits;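 active = mean inhibition of replicates at least 50% and at least half of replicates each reaching 50%; inconclusive = half or more replicates reach 50% but mean below 50%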;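 also: 0% = complete ARNT plus TACC3 wells and 100% = ARNT alone without TACC3; many hits fall short of the cut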
ERp5 block – inhibitors of human ERp5 | Q15084 | ERp5 insulin aggregation, absorbance 650 nm, 90 min | inhibition, % at 9.99 µM | 350,000 compounds, 0.05% hits;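 active = mean replicate inhibition above about 25%, with every replicate also reaching it, limit read from the data, passing the limit was not always enough; inconclusive = only one of those two criteria met; inactive = neither criterion met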
Target sequence (Q15084 whole entry, looked up): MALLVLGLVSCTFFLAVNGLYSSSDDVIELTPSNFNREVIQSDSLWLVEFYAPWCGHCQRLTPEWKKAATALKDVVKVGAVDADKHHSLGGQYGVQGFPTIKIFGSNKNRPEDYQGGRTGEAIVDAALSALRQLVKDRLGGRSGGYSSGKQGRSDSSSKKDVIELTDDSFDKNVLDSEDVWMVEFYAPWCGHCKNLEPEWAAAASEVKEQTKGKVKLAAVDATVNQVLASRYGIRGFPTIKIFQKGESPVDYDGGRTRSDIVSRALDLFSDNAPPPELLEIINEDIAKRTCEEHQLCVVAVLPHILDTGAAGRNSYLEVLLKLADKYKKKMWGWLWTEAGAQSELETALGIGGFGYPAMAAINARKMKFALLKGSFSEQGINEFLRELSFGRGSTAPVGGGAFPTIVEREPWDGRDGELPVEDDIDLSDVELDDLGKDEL
Statin myotox sup – suppressors of simvastatin-induced myotoxicity in C2C12 myotubes. AID 602340. 330,000 compounds, 0.78% hits. rescue of ATP level, % at 7.49 µM. ATP luminescence, 48 h; scaled: DMSO 0, geranylgeraniol control 100;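 active = mean ATP rescue above about 67%, or every replicate alone reaching that limit, limit read from the data, passing the limit was not always enough; inconclusive = no clear call, values can overlap the other calls; inactive = mean under the limit and some replicate under it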;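 also: myotubes were challenged with 10 µM simvastatin during compound exposure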
miR-122 sensor – inhibitors of miR-122 in Huh7 cells; AID 602342; Huh7 miR-122 Renilla luciferase sensor, 48 h; neutral wells = 0, positive control = 100; activation (reporter increase), % at 12.5 µM; 340,000 compounds, 0.3% hits;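 active = mean replicate activation score at least 90 and every replicate individually at or above 90; inconclusive = only one of the two criteria met; inactive = neither criterion met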;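 also: higher luciferase means less miR-122 activity so hits act as miR-122 inhibitors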
esBAF inh – SWI/SNF esBAF complex inhibition | reporter increase, % at 12.5 µM | 350,000 compounds, 2% hits | mouse ES cells, Bmi1-luciferase knock-in reporter, 24 h; 100% = twice the neutral-well signal; in the data active = activation above about 40%; inconclusive = no clear call, values can overlap the other calls;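 also: 0% = median of the plate's neutral control wells and 100% = double that signal; a rise in the Bmi1 reporter signal indicates esBAF inhibition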
SIRT5 block – blocks human SIRT5 desuccinylation of peptide | Q9NXA8 | Purified SirT5, succinyl-peptide AMC, trypsin-coupled fluorescence | inhibition, % at 15 µM | 330,000 compounds, 1.1% hits | AID 652115; in the data active = inhibition above about 15%; inconclusive = no clear call, values can overlap the other calls
Target sequence (Q9NXA8 whole entry, looked up): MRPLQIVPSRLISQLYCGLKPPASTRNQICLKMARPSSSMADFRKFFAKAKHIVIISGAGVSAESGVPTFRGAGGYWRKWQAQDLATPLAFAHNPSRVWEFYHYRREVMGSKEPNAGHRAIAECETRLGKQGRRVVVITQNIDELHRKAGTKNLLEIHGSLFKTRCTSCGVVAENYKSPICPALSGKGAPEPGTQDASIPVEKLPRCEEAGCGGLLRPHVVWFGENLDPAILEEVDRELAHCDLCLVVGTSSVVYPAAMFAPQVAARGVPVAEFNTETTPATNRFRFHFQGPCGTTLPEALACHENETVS
Starred values were filed as active, the others as inactive; ? = inconclusive; . = no result given; & = joins results of further samples; [ ] = remark or other dose. Random draw from the library. Share with any hit: about 4%.

SMILES	Cneo AK release	ARNT TACC3 PPI	ERp5 block	Statin myotox sup	miR-122 sensor	esBAF inh	SIRT5 block
C[C@H](CO)N1C[C@H](C)[C@@H](CN(C)S(=O)(=O)c2ccc(F)cc2)Oc2c(NC(=O)Nc3ccc(C(F)(F)F)cc3)cccc2C1=O	1	-2	3&0	1	-2	-1	1
Cc1cccc(-c2ccc([C@@H]3[C@@H](CO)N4CCCCN(S(=O)(=O)c5cccs5)C[C@H]34)cc2)c1	0	14	-9	.	6[16.7 µM]	.	6
COC(=O)c1c(NC(=O)/C=C/C(=O)O)sc(C)c1-c1ccc(C)cc1	-2	0	5	27	-2	0	4
C[C@H](CO)N1C[C@H](C)[C@H](CN(C)Cc2ccc(C(=O)Nc3ccccc3N)cc2)Oc2ccc(NS(=O)(=O)c3cccs3)cc2CC1=O	-3	-11	-10	-1	104*[16.7 µM]	4	2
S=C(NCc1ccccc1)N/N=C/c1cccs1	21	9	0	30	.	2	-6
Cc1onc(-c2ccccc2)c1C(=O)N/N=C(\N)COc1ccc(Cl)cc1	0	-8	.	-7	-19	-6	.
Cc1cc(=O)n2[nH]c(N)c(N=Nc3ccccc3)c2n1	-1	14	.	17	0	-8	.
COc1ccc(NC(=O)Nc2ccc3c(c2)CC(=O)N([C@@H](C)CO)C[C@@H](C)[C@H](CN(C)C(=O)NC(C)C)O3)cc1	63	-1	-1	-4	101*[16.7 µM]	-4	6
CCC(=O)N1CCCCN2[C@H](C1)[C@@H](c1ccc(C#Cc3ccccc3)cc1)[C@@H]2CO	1	6	1	.	-1[16.7 µM]	.	-5
O=C(COc1ccc(-c2nnc(N3CCCCC3)c3ccccc23)cc1)N1CCCCC1	-1	20	.	10	2	8	.
COc1ccc(-c2cnc3c(c2)C(=O)N([C@H](C)CO)C[C@H](C)[C@H](CN(C)C(=O)NC(C)C)O3)cc1	2	0	0	0	2[16.7 µM]	2	-5
CCOc1ccc(C(CC(=O)O)NC(=O)c2cccs2)cc1 (stereo unspecified)	5	-4	-5	-1	-2	0	-1
Cc1cccc(-c2ccc([C@H]3[C@H](CO)N4CCCCN(C(=O)NC(C)C)C[C@@H]34)cc2)c1	0	12	-5	15	3[16.7 µM]	-7	-6
C=CCn1c(=O)/c(=C/c2cc(OC)c(OC)c(OC)c2)s/c1=C(/C#N)c1nc2ccccc2n1C	1	0	.	-2	-3	-3	.
O=C(NC1CCCCC1)c1ccc(COc2ccccc2)o1	-4	-7	-4	-17	.	4	0
C[C@H](CO)N1C[C@H](C)[C@H](CN(C)C(=O)Nc2ccc(F)cc2)OCCCC[C@H](C)Oc2ccc(NC(=O)c3ccncc3)cc2C1=O	-2	-6	-1	.	8[16.7 µM]	0	1
O=C(O)CCSc1nnc(SCC(=O)NC2CCS(=O)(=O)C2)s1 (stereo unspecified)	3	-4	2	-3	4	-4	3
COCCn1c(SCC#N)nnc1-c1ccc([N+](=O)[O-])cc1	.	-2	0	.	.	.	-7
O=C(CSc1nnc(CNc2ccc(F)cc2)n1CC1CCCO1)Nc1ccccc1 (stereo unspecified)	.	-2	.	7	2	-10	.
COc1ccc([C@@H]2CC=C(C(=O)O)[C@H](c3ccc(C)cc3)N2S(=O)(=O)c2ccc(C)cc2)cc1OC	5	1	-4	9	0	-2	-2
O=C(CCNS(=O)(=O)c1ccccc1)OCC(=O)c1ccc(Cl)cc1	.	-3	0	.	.	.	1
COCC(C)n1c(C)cc(C(=O)COC(=O)CN=C2NS(=O)(=O)c3ccccc32)c1C (stereo unspecified)	-5	-6	-1	3	3	0	1
Cc1cc([N+](=O)[O-])nn1CC(=O)Nc1cccc2nonc12	-1	2	4	-1	0	-5	-3
CCc1ccccc1NC(=O)CN1CCN(CC(=O)NCc2ccc(Cl)cc2)CC1	1	2	5	18	-10	6	0
CC(OC(=O)/C=C/c1ccco1)C(=O)NC1CCCCC1 (stereo unspecified)	-1	.	-9	4	3	-2	-1
O=C(O)CCCCCCC(=O)Nc1ccc(C2OC(CSc3ccncc3)CC(c3ccccc3)O2)cc1 (stereo unspecified)	3	-3	-3	.	.	.	1
C/C=C/c1ccc2c(c1)O[C@H](CN(C)C(=O)Nc1ccccc1)[C@H](C)CN([C@@H](C)CO)S2(=O)=O	-1	-4	-7	32	14[16.7 µM]	-2	0
O=C(CSc1nnc(CNC(=O)c2cccs2)o1)c1ccc(Cl)cc1	-3	-13	.	.	0	-1	.
CNC(=O)C[C@H]1CC[C@H]2[C@@H](COc3ccc(NS(=O)(=O)c4ccc(F)cc4)cc3C(=O)N2C)O1	-4	-1	.	20	-3[16.7 µM]	0	.
C[C@H](CO)N1C[C@H](C)[C@H](CN(C)Cc2ccc(Cl)c(Cl)c2)Oc2ccc(NC(=O)Nc3ccc(C(F)(F)F)cc3)cc2C1=O	3	1	-11	-41	-9[16.7 µM]	8	6

Exported as a markdown table: entries from further up.
| Molecule | Cneo AK release | ARNT TACC3 PPI | ERp5 block | Statin myotox sup | miR-122 sensor | esBAF inh | SIRT5 block |
| --- | --- | --- | --- | --- | --- | --- | --- |
| O=C(CSc1nnc(CNc2ccc(F)cc2)n1CC1CCCO1)Nc1ccccc1 (stereo unspecified) | . | -2 | . | 7 | 2 | -10 | . |
| COC(=O)c1c(NC(=O)/C=C/C(=O)O)sc(C)c1-c1ccc(C)cc1 | -2 | 0 | 5 | 27 | -2 | 0 | 4 |
| CCc1ccccc1NC(=O)CN1CCN(CC(=O)NCc2ccc(Cl)cc2)CC1 | 1 | 2 | 5 | 18 | -10 | 6 | 0 |
| COc1ccc([C@@H]2CC=C(C(=O)O)[C@H](c3ccc(C)cc3)N2S(=O)(=O)c2ccc(C)cc2)cc1OC | 5 | 1 | -4 | 9 | 0 | -2 | -2 |
| S=C(NCc1ccccc1)N/N=C/c1cccs1 | 21 | 9 | 0 | 30 | . | 2 | -6 |
| C/C=C/c1ccc2c(c1)O[C@H](CN(C)C(=O)Nc1ccccc1)[C@H](C)CN([C@@H](C)CO)S2(=O)=O | -1 | -4 | -7 | 32 | 14[16.7 µM] | -2 | 0 |
| COCCn1c(SCC#N)nnc1-c1ccc([N+](=O)[O-])cc1 | . | -2 | 0 | . | . | . | -7 |

Next entries:
SMILES	Cneo AK release	ARNT TACC3 PPI	ERp5 block	Statin myotox sup	miR-122 sensor	esBAF inh	SIRT5 block
C[C@H]1CN([C@@H](C)CO)S(=O)(=O)c2ccc(C3=CCCCC3)cc2O[C@@H]1CN(C)Cc1cccnc1	4	5	-1	-65	.	-9	7
CN(C)CCCNC(=O)[C@@H]1[C@@H](CO)[C@@H]2Cn3c(ccc(-c4cccnc4)c3=O)[C@H]1N2C(=O)CC1CC1	1	-6	1	-20	1[16.7 µM]	0	-29
Cn1cccc1C(=O)OCC(=O)NCCCc1ccccc1	1	1	-9	14	-7	4	-2
C[C@H]1CN([C@@H](C)CO)C(=O)c2cccc(NC(=O)Nc3ccc4c(c3)OCO4)c2O[C@H]1CN(C)S(=O)(=O)c1ccc(Cl)cc1	-8	2	3	?	2[16.7 µM]	18	-6
CN(C)c1ccc(/C=C(/NC(=O)c2ccccc2Cl)C(=O)NCCN2CCOCC2)cc1	-2	.	0	1	11	10	5
CO[C@H]1CN(C)C(=O)c2ccc(NS(=O)(=O)c3ccccc3C)cc2OC[C@@H](C)NC[C@H]1C	-7	-2	-7	5	-7[16.7 µM]	-1	-5
CC(=O)c1ccc(N(CC(=O)NC2CCCC2)C(=O)CCC(=O)Nc2cc(C)on2)cc1	5	-1	3	-97	2	0	-7
COc1ccc(C(=O)C[n+]2cccc(C)c2C)cc1[N+](=O)[O-]	.	-7	0	.	.	.	-2
CCOC(=O)CSc1nnc(NC(=O)c2ccco2)s1	2	-2	4	8	-2	1	6
O=C(O)CNC(=O)C12CC3CC(CC(Cl)(C3)C1)C2	.	-7	2	.	.	.	-5
COc1ccc(N(CC(=O)N/N=C/c2ccc(N(C)C)cc2)S(=O)(=O)c2ccccc2)cc1	-3	2	0	21	.	-10	-4
CN(c1ccc(OCC(=O)OCC(=O)NC2CCCC2)cc1)S(=O)(=O)c1ccc2ccccc2c1	.	1	2	.	.	.	-4
COc1ccc(NC(=O)N2CCN(CCC#N)CC2)cc1	10	-4	.	4	-6	5	.
CCOc1ccc(NC(=O)NCc2cccn2C)cc1	-1	0	2	-5	.	30	-4
O=C(CCSc1nc(-c2ccco2)cc(C(F)(F)F)n1)NCc1ccccn1	.	-13	.	-1	23	4	.
Nc1ccc(S(=O)(=O)c2cccc(N)c2)cc1	-2	-6	0	8	2	-7	-2
Clc1ccccc1OCCn1ccnc1	1	-22	3	9	-16	11	-2
Cc1ccc(NN2C(=O)C=C(c3ccccc3)C2=O)cc1	3	.	1	.	5	.	1
O=Cc1cc(N=Nc2cccc(C(=O)O)c2)ccc1O	.	-5	-5	.	.	.	5
CCOC(=O)/C=C/c1ccc2oc3ccccc3c(=O)c2c1	-3	4	11	3	.	49*	1
C[C@H]1CCCCO[C@H](CN(C)CC2CCCCC2)[C@@H](C)CN([C@@H](C)CO)C(=O)c2cc(NS(=O)(=O)c3cccs3)ccc2O1	1	3	3	.	5[16.7 µM]	4	-7
CC(=O)Nc1ccc2ccc3cccc4ccc1c2c34	-5	-5	.	-2	2	11	.
NCCCC[C@H]1CNC(=O)C(=O)N1CCc1cc(C(F)(F)F)cc(C(F)(F)F)c1	1	0	0	1	-9	-1	1
Cc1nc(N2CCCCC2)c2c(-c3cccs3)csc2n1	.	1	-9	.	.	.	-1
CCN(C(=O)c1cccc(S(=O)(=O)N2CCc3ccccc32)c1)C1CCS(=O)(=O)C1 (stereo unspecified)	-1	36	7	-6	0	6	3
Cc1ccc(S(=O)(=O)N2CCCC2C(=O)N(C)Cc2cccs2)cc1 (stereo unspecified)	3	-1	.	7	1	7	.
Cc1cc(C(=O)OCc2nc3ccccc3s2)c(C)o1	0	-2	.	-4	-4	72*	.
COc1ccc(CCNC(=S)Nc2ccc(S(=O)(=O)Nc3ncccn3)cc2)cc1OC	1	-4	3	8	.	-4	-5
CCN1CCN(C(=S)c2ccc(Br)cc2)CC1	-1	0	-3	-8	3	3	-1
CC(C)C[C@@H]1NC(=O)[C@@H]2C[C@H](C(=O)NCc3ccc(F)cc3)[C@H](c3ccc(O)cc3)N2C1=O	-1	2	-2	.	.	.	-3
COc1cc2c(cc1OC)CN(S(=O)(=O)c1ccccc1F)CC2	-3	0	-1	-4	9	-7	0
CCOC(=O)C1(Cc2cccc(F)c2)CCN(Cc2c(C)nn(CC)c2C)CC1	-27	6	1	.	-11	.	0
COc1ccc(S(=O)(=O)NC(C)C(=O)NC2CC2)cc1C (stereo unspecified)	4	1	3	-2	0	-5	-2
O=C(CCC(=O)NNC(=O)COc1ccc(Br)cc1)NCc1ccccc1	.	.	4	.	1	.	-1

Entries from the list above with a nitro group on carbon (3):
SMILES	Cneo AK release	ARNT TACC3 PPI	ERp5 block	Statin myotox sup	miR-122 sensor	esBAF inh	SIRT5 block
COCCn1c(SCC#N)nnc1-c1ccc([N+](=O)[O-])cc1	.	-2	0	.	.	.	-7
Cc1cc([N+](=O)[O-])nn1CC(=O)Nc1cccc2nonc12	-1	2	4	-1	0	-5	-3
COc1ccc(C(=O)C[n+]2cccc(C)c2C)cc1[N+](=O)[O-]	.	-7	0	.	.	.	-2
